Screens from PubChem.
14-3-3 Bad PPI = disrupts binding of bovine 14-3-3 zeta to phospho-Bad peptide; P63103; TR-FRET 14-3-3zeta/Dy647-pBad peptide displacement, 1 h; inhibition, % at 21.7 µM; hit rate 0.71% among 220,000; AID 781;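 active = inhibition above about 70%, limit read from the data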;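 note: 0% = full 14-3-3 plus peptide FRET controls and 100% = background without 14-3-3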
p97 inhibitor = blocks human p97 ATPase activity; P55072; recombinant p97 ATPase, Kinase-Glo ATP luminescence, 3 h; inhibition, % at 8 µM; hit rate 0.42% among 220,000; AID 1481; in the data active = inhibition above about 15%;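 note: 0% = DMSO vehicle and 100% = wells lacking enzyme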
FXIIa inh 1536 = factor XIIa (human) inhibition | purified FXIIa, Boc-QGR-AMC fluorogenic substrate, 2 h | inhibition, % at 5 µM | hit rate 0.3% among 220,000; in the data active = inhibition above about 40%;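 note: 0% = enzyme with no compound and 100% = blank without enzyme; many of its hits are not listed in these tables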
Rad51 HR inh = blocks human Rad51 in homologous recombination. hRad51 DNA strand exchange, fluorescence dequenching. AID 1385. hit rate 0.085% among 200,000. inhibition, % at 10 µM. Q06609;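 active = inhibition above 40% at the single screening dose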;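 note: 0% = DMSO control wells and 100% = blanks with heterologous ssDNA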
Target sequence (Q06609 whole entry, looked up): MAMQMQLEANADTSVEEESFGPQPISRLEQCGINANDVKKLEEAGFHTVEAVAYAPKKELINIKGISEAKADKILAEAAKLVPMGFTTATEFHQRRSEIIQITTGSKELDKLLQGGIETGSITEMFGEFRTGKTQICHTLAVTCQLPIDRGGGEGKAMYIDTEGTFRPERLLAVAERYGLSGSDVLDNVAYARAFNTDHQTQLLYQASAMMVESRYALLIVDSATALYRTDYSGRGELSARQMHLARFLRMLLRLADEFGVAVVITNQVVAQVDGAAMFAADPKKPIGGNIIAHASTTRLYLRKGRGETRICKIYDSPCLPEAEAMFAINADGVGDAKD
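Test system: preformed human Rad51 ssDNA filaments. Compound dosing: single dose, 10 µM final compound. Incubation: filaments 15 min 37 °C, then compound 30 min. Technique: FRET fluorescence dequenching, excitation 485 nm, emission 520 nm. Read-out basis: percent inhibition from fluorescence, normalised to plate control and blank means. Benchmarks: plate controls and plate blanks.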
hK5 inh = kallikrein 5 (human) inhibition; Q9Y337; recombinant hK5, fluorogenic AMC substrate cleavage; inhibition, % at 5 µM; hit rate 0.59% among 210,000;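 active = inhibition of 40% or more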;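 note: 0% = enzyme controls without compound and 100% = no-enzyme blanks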
Wee1 stabilizer = inhibitors of human Wee1 degradation. P30291. hit rate 1.2% among 220,000. reporter increase, % at 5 µM. HeLa Luc-Wee1K328M stability, luciferase luminescence; 100% = proteasome inhibitor MG132 effect;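 active = activation above the mean of all tested compounds plus 3 SD, set per screening run, cut at about 8.8% in these data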;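 note: cells exposed to compound for 20 h before luminescence read; 0% = DMSO alone and 100% = MG132 at 30 µM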
Target sequence (P30291 whole entry K328M): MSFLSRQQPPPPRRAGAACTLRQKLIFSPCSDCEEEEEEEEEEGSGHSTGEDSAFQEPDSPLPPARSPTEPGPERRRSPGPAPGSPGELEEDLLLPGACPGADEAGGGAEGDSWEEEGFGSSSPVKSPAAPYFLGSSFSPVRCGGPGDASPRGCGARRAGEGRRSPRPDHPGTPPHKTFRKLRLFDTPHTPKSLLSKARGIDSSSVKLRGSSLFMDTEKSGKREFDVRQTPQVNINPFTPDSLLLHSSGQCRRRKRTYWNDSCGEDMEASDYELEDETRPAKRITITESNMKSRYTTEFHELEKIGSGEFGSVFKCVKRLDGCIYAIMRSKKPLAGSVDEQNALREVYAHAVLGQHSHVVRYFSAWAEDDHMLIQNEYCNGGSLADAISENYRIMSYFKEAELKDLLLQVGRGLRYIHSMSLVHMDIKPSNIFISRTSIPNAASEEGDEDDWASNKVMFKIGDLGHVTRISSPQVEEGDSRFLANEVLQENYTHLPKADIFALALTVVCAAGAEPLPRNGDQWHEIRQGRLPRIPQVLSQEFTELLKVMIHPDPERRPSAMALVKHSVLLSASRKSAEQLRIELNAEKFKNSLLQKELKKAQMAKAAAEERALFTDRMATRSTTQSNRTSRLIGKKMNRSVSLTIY
MDM2 E3 inh = blocks human Mdm2 ubiquitin ligase activity. Q00987. cell-based MDM2 ubiquitination luciferase reporter, 2 h; 0 = plate control, 100 = twice control, blank-subtracted. AID 1230. signal enhancement, % at 5 µM. hit rate 0.11% among 210,000;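 active = signal enhancement of 30% or more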;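 note: luminescence tracks abundance of the self-degrading MDM2-luciferase fusion protein; higher signal means inhibition of MDM2 E3 ligase activity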
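system = mammalian cells stably expressing self-ubiquitinating, self-degrading MDM2 E3–luciferase fusion | quantity = 2000 cells per well seeded | incubation = 4 h cell settling then 2 h compound exposure, 37 °C | signal = SteadyLite luminescence, 15 min reagent step | benchmarks = plate control and blank wells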
eIF4E 4G PPI = eIF4E/eIF4G interaction inhibition in translation initiation; P63073+Q04637; TR-FRET eIF4E-eIF4GI(517-606) binding, 2 h; inhibition, % at 21.7 µM; hit rate 0.37% among 220,000; AID 782;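 active = inhibition above about 30%, limit read from the data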;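 note: 0% = full FRET control wells and 100% = background wells lacking eIF4GI fragment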
FXIa inh = factor XIa (human) inhibition; inhibition, % at 5 µM; AID 798; P03951; hit rate 0.14% among 220,000; purified FXIa, Boc-Glu-Ala-Arg-AMC fluorogenic substrate;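 active = inhibition of at least 40%; inactive = inhibition below 40%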;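 note: fluorescence of freed AMC excited at 355 nm; 0% = enzyme without compound and 100% = no enzyme blank; many of its hits are not listed in these tables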
Starred values were filed as active, the others as inactive; i = inactive; / = no result given; [ ] = remark or other dose. Compounds as they come; 3.5% or so of the library scored in one or more.

SMILES | 14-3-3 Bad PPI | p97 inhibitor | FXIIa inh 1536 | Rad51 HR inh | hK5 inh | Wee1 stabilizer | MDM2 E3 inh | eIF4E 4G PPI | FXIa inh
CCCNC(=S)Nc1c(C)n(C)n(-c2ccccc2)c1=O | -8 | 3 | 6 | / | / | 0 | / | 5 | 0
Cc1cc(C)c(S(=O)(=O)NCCn2ccc3ccccc32)c(C)c1 | 12 | 4 | 21 | 3 | -8 | 0 | 0 | 6 | 5
Cn1c(CNC(=O)c2cccs2)n[nH]c1=S | -3[fluorescence artefact?] | 2 | 6 | / | -15 | -1 | -1 | -1 | 1
COc1cc(NC(=O)CSc2ncnc3c2cnn3Cc2ccccc2)cc(OC)c1 | 25 | 3 | 15 | 0 | -7 | 0 | -1 | -9 | 9
Cc1ccc(C(=O)NCC(=O)OCC(=O)Nc2ncc(C(F)(F)F)cc2Cl)cc1 | 7 | 1 | 5 | -7 | -6 | 1 | -13 | 4 | -5
C/C=C/CSc1nc2c(c(=O)[nH]c(=O)n2C)n1C(C)C | 0 | -1 | 12 | 6 | -6 | 2 | -6 | 5 | -2
O=C(Nc1ccc(S(=O)(=O)N2CCCCC2)cc1)c1ccncc1 | -2 | -8 | 18 | 0 | -8 | 2 | -29 | 3 | 0
CCCc1nc(N)c(C#N)c(-c2cccnc2)c1CC | 3 | -7 | -28 | -3 | -5 | 2 | -12 | -4 | 5
Nc1nc(-c2ccc3c(c2)NC(=O)CO3)cs1 | 78* | 0 | 19 | / | -16 | 9 | -17 | 3 | 4
CCn1c(SCC(=O)N/N=C/C=C/c2ccccc2[N+](=O)[O-])nnc1-c1ccc(Cl)cc1 | 5 | 0 | 6 | -17 | -4 | 1 | -7 | 1 | 3
N#Cc1ccsc1NC(=O)CN1CCOCC1 | 0 | 11 | 4 | 18 | -8 | 1 | -3 | 3 | 4
COc1ccc(/C=N/Nc2nc(Nc3ccccc3)nc(N3CCCC3)n2)cc1 | -9 | 3 | 6 | -1 | -6 | 0 | -9 | -3 | 1
Cn1c(=O)c(NC(=O)c2ccccc2)c2n(c1=S)CCCCC2 | 15 | -2 | 5 | -5 | 16 | -3 | -8 | 8 | -6
COc1ccccc1N(CN1C(=O)c2ccccc2C1=O)C(=O)c1cccc(C)c1 | 7 | -8 | -1 | -3 | 0 | 4 | -18 | -4[fluorescence artefact?] | -3
CCOC(=O)C1(CCc2ccccc2)CCN(Cc2ccccn2)CC1 | -5 | -3 | 5 | / | 19 | 1 | -59 | 2 | 1
COc1ccc(NC(=O)CN(C)S(=O)(=O)c2ccc(Cl)cc2)cc1Cl | -4 | 1 | 12 | -3 | 0 | -1 | 7 | 7 | 2
CC(=O)OCC(=O)Nc1ccc(N=Nc2ccccc2)cc1 | 11 | -4 | 5 | 5 | -6 | 8 | -9 | 1[fluorescence artefact?] | 7
Nc1cc(S(=O)(=O)C(F)(F)F)ccc1C(=O)O | 50 | 4 | 20 | -1 | 3 | -1 | 1 | 11 | 6
CCOc1ccc2nc(SCC(=O)c3cccs3)sc2c1 | 2 | -3 | 12 | -4 | -8 | 7 | 16 | -1 | 5
CC1CCN(C(=O)Cn2cnc3c(cnn3C(C)(C)C)c2=O)CC1 | 1 | 2 | 3 | -14 | 0 | 1 | -30 | 1 | 1
Cc1nc2ccccn2c1C(=O)NCCCN1CCOCC1 | 1[fluorescence artefact?] | -1 | 4 | -7 | -21 | 1 | -8 | -4 | 0
COc1ccc(NC(=O)CN(C)S(=O)(=O)c2ccc3c(c2)OCCO3)c2ncccc12 | -1 | 5 | -5 | -8 | 9 | 4 | -14 | 0 | -5
CC(C)=NNc1nc(-c2ccccc2)cs1 | -6[fluorescence artefact?] | -2 | 1 | 3 | -10 | 3 | 11 | 7 | 3
CSc1n[nH]c(NCc2ccccc2)n1 | -3 | 5 | -27 | -2 | -17 | 7 | -9 | -9 | -13
Cc1ccc(Nc2nnc(SCC(=O)Nc3cccc(S(=O)(=O)N4CCCCC4)c3)s2)cc1 | -4 | 8 | 5 | 3 | -9 | 3 | -11 | 1[fluorescence artefact?] | 3

Next results follow.
SMILES | 14-3-3 Bad PPI | p97 inhibitor | FXIIa inh 1536 | Rad51 HR inh | hK5 inh | Wee1 stabilizer | MDM2 E3 inh | eIF4E 4G PPI | FXIa inh
O=c1c([N+](=O)[O-])cccn1Cc1ccccc1Cl | -9 | 3 | 5 | 4 | -1 | -4 | 23 | -3 | -4
COc1ccc2[nH]cc(C(=O)N3CCCCC3)c(=O)c2c1 | 18[fluorescence artefact?] | 3 | 14 | -3 | -4 | -2 | -14 | 4 | 3
Cc1cccc(/C=C/C(=O)c2ccc(NC3=NCCCS3)cc2)c1 | 1 | -4 | 11 | 0 | -8 | 5 | -7 | 3 | -2
O=C(Nc1ccc(S(=O)(=O)N2CCCCC2c2cccnc2)cc1)c1ccccc1F (stereo not drawn) | 0 | -2 | -3 | 7 | -29 | -1 | -5 | -3 | -12
CC1CCCC(C)N1CCCNC(=O)Cn1cc2c(n1)CCCC2 (stereo not drawn) | -8 | -6 | 6 | -1 | -4 | -1 | -19 | -2 | 2
O=Cc1ccc2noc(-c3ccc(Cl)cc3)c2c1 | 0[fluorescence artefact?] | -2 | 18 | 0 | -2 | -3 | -2 | 2 | -5
Cc1ccc(/C=N/NC(=O)c2ccco2)cc1 | 2 | -3 | 1 | / | -2 | 5 | -32 | 4 | -1
CCOC(=O)N1CCC(C(=O)Nc2ccc(OCC)cc2)CC1 | 4 | 4 | 10 | 1 | -1 | -3 | -6 | 6 | 0
Cc1ccc(-c2csc(NC(=O)c3ccc(-c4ccccc4)cc3)n2)o1 | -21 | -5 | 12 | 2 | -2 | -1 | -34 | 2[fluorescence artefact?] | 7
Cc1ccc2c(CC(=O)N3CCN(c4ccccc4)CC3)coc2c1 | -14 | 0 | 0 | 3 | -10 | 0 | -17 | 3 | -3
CCOC(=O)C1=C(C)NC(=S)NC1/C=C/c1ccccc1 (stereo not drawn) | 25 | 5 | 1 | 4 | -10 | 16* | -4 | -6 | 2
CC(C)N1C(=O)CCC1C(=O)NCc1ccccc1Cl (stereo not drawn) | 0 | 7 | 8 | / | -9 | 0 | / | 3 | 6
C/C(N)=C(/C#N)C(=O)COC(=O)c1cc2c(s1)CCCC2 | -8 | 0 | 9 | -1 | -1 | 0 | -5 | -1 | 2
O=[N+]([O-])c1ccc(/C=C/C2=NN(c3ccccc3)C(c3ccco3)C2)cc1 (stereo not drawn) | 5 | -1 | 4 | i | -7 | 1 | 4 | 5[fluorescence artefact?] | 5
COc1ccc(NC(=O)c2ccccc2S(=O)c2ccccc2C#N)cc1 (stereo not drawn) | 5 | 0 | 15 | -6 | 4 | -2 | -20 | 1 | 5
O=C(Nc1cccc(NC(=O)N2CCN(c3ccccc3)CC2)c1)N1CCN(c2ccccc2)CC1 | -19 | 4 | 10 | -10 | 1 | 3 | -11 | -4 | 2
CCc1ccc(C(=O)CSc2ncn[nH]2)cc1 | -3 | 0 | 3 | -4 | -14 | 0 | -15 | 32* | -8
Cc1cc(/C=C(\C#N)C(=O)Nc2ccccc2)c(C)n1-c1ccc(C(=O)O)cc1 | 6 | -3 | 11 | 23 | 0 | 7 | 0 | 3 | 4
Cc1cc(C)c(S(=O)(=O)Nc2ccccc2C(=O)OCC(=O)NCc2ccccc2)c(C)c1 | -13 | -3 | 8 | -7 | -1 | 1 | -9 | 3 | -1
CCC1S/C(=N/N=C/c2ccco2)N(Cc2ccc(F)cc2)C1=O (stereo not drawn) | 2 | 5 | 7 | 1 | 5 | -3 | -5 | -5 | 4
CCOCCc1nnc(NC(=O)Cc2c(F)cccc2Cl)s1 | -5 | 2 | 11 | 12 | 8 | -1 | -12 | 1 | -1
Cc1ccc(Cn2nnc3c(=O)n(CC(=O)NCc4ccccc4)cnc32)cc1 | -1 | 5 | 3 | 7 | -1 | 4 | -9 | -4 | -4
Cc1ccc(-c2nc(-c3cccnc3)no2)cc1 | 17 | 0 | 13 | -3 | -22 | 2 | -66 | -6[fluorescence artefact?] | 0
O=C1c2ccccc2COc2ccc(O)cc21 | -5 | 3 | -1 | -11 | 4 | -2 | -8 | 0 | -6
Cc1cc2c(c(N3CCOCC3)n1)C(=O)OC2 | 16 | -4 | 8 | -16 | -3 | 2 | -6 | 13 | -1

Four compounds from above, limited to MDM2 E3 inh, hK5 inh and Wee1 stabilizer:
SMILES | MDM2 E3 inh | hK5 inh | Wee1 stabilizer
O=C(Nc1cccc(NC(=O)N2CCN(c3ccccc3)CC2)c1)N1CCN(c2ccccc2)CC1 | -11 | 1 | 3
CCc1ccc(C(=O)CSc2ncn[nH]2)cc1 | -15 | -14 | 0
Cc1cc(/C=C(\C#N)C(=O)Nc2ccccc2)c(C)n1-c1ccc(C(=O)O)cc1 | 0 | 0 | 7
Cc1cc(C)c(S(=O)(=O)Nc2ccccc2C(=O)OCC(=O)NCc2ccccc2)c(C)c1 | -9 | -1 | 1

Continued:
SMILES | 14-3-3 Bad PPI | p97 inhibitor | FXIIa inh 1536 | Rad51 HR inh | hK5 inh | Wee1 stabilizer | MDM2 E3 inh | eIF4E 4G PPI | FXIa inh
O=C(NC(=O)N1CCCC1)c1csnn1 | -6 | 2 | 5 | 18 | 0 | 1 | -6 | -1 | 0
O=C(c1cn(-c2ccccc2)nc1-c1cccs1)N1CCN(c2ccccn2)CC1 | 3 | -3 | -14 | -3 | -15 | -2 | -9 | -11 | -4
CCCNC(=O)COC(=O)c1ccccc1C(=O)c1ccc(Cl)c([N+](=O)[O-])c1 | -10 | 5 | 5 | -3 | -1 | -1 | -3 | 1 | -4
O=C(CN(c1ccccc1F)S(=O)(=O)c1ccccc1)N1CCCCCC1 | -4[fluorescence artefact?] | 4 | 7 | 0 | 16 | 0 | -17 | -12 | 0
CCOC(=O)C(=CNc1cc(C)ccc1C)C(=O)OCC | 1 | 0 | -7 | / | 0 | -3 | -9 | 4 | 0
COc1ccc(C(=O)NCC(C)CN(C)C)cc1 (stereo not drawn) | -4 | -8 | 5 | / | -21 | -1 | -4 | 5 | 0
CCn1c(C)nc2cc(S(=O)(=O)N3CCCC3)ccc21 | -7 | 4 | 9 | 0 | 5 | -3 | -11 | 5[fluorescence artefact?] | -2
CCOC(=O)c1cc(NC(=O)c2cccnc2)cc(C(=O)OCC)c1 | 6 | 7 | 17 | 7 | -24 | -1 | -8 | 0 | 15
CSc1nc2ccccc2s1 | -5 | 0 | 31 | -2 | -1 | 5 | 4 | 0 | 24
COc1ccc(Cl)cc1-c1nc(SCC(=O)N(C)C)n[nH]1 | -2 | 2 | 13 | -167 | -1 | 6 | -2 | 1 | 0
CCN(C(=O)COC(=O)c1c(C)c(-c2ccccc2)nc2ccccc12)C1CCS(=O)(=O)C1 (stereo not drawn) | -3 | 2 | 5 | 12 | 0 | -3 | / | -11 | -1
Cc1c(NC(=S)NC(NC(=O)C(C)C)C(Cl)(Cl)Cl)c(=O)n(-c2ccccc2)n1C (stereo not drawn) | 7 | 3 | 9 | -3 | 0 | 1 | -13 | -3[fluorescence artefact?] | 2
CCc1ccc2nc(/N=C(\N)NC(=O)c3ccccc3)nc(C)c2c1 | -4 | 0 | 6 | 0 | 0 | 2 | -17 | -7 | 2
